# MRP1 act – activates MRP-1. H69AR cells + doxorubicin, viability rescue, CellTiter-Glo. viability increase, % at 10 µM. actives 0.61% (n = 140,000);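 active = viability gain under doxorubicin at or above a set limit, the compound median plus 3 SD, cut at about 4.7% in these data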;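 note: MRP-1 overexpressing cells given doxorubicin 25 µM after compound pretreatment; 18-22 h compound pretreatment then 72 h with doxorubicin before readout; 0% = doxorubicin-only wells and 100% = vehicle-treated cells without doxorubicin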
# NPY-Y2 antag – antagonists of human neuropeptide Y receptor Y2. actives 0.99% (n = 140,000). NPY-Y2 expressing cells, antagonist mode. inhibition, % at 2.7 µM; in the data active = inhibition above about 17%;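 note: 0% = vehicle with agonist challenge and 100% = reference antagonist with challenge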
# Target sequence (P49146 whole entry, looked up): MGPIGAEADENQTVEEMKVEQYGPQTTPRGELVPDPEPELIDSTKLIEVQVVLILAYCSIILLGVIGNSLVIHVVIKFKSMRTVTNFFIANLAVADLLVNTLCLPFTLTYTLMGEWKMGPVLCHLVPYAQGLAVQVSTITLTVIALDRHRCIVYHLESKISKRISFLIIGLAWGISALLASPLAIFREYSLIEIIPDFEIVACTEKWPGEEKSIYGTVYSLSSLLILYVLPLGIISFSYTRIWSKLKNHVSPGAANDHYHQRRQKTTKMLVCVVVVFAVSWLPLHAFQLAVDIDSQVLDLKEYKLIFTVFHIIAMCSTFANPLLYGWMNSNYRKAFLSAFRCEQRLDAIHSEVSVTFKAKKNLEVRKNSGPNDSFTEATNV
# HCT116 bCat-KO – beta-catenin-lacking colon tumor cell growth suppression; HCT116 beta-catenin knockout viability, CellTiter-Glo, 60 h; stronger effect = lower value; AID 818; actives 1.5% (n = 140,000); viability, % at 10 µM;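 active = viability at or under a set limit, the compound median less 4 SD, cut at about 6% in these data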;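 note: 0% = Hyamine 1622 control at 20 µM and 100% = untreated cell control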
# E-sel TNF inh – TNF alpha driven E-selectin expression inhibition; HUVEC TNFa-induced E-selectin immunofluorescence, high content; inhibition, % at 2 µM; actives 0.71% (n = 120,000); AID 1246;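 active = inhibition above the batch mean plus 3 SD, and confirmed as a hit on visual image review, cut at about 43% in these data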;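 note: 0% = TNF-stimulated DMSO wells and 100% = unstimulated control wells; not every result past the cut was called active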
# HCT116 PTEN-null – PTEN-deleted cell growth suppression. HCT116 PTEN-null viability, CellTiter-Glo, 60 h; stronger effect = lower value. viability, % at 10 µM. AID 827. actives 1.2% (n = 140,000);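 active = viability at or below a set limit, 4 SD under the median of all tested compounds, cut at about 3.7% in these data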;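 note: PTEN knockout HCT116 line with beta catenin targeted HCT116 as companion control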
# Phagocytosis inh – macrophage phagocytosis inhibition. J774A.1 macrophage IgG-bead phagocytosis, imaging. inhibition, % at 5 µM. actives 0.07% (n = 110,000). AID 1029;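 active = inhibition above the mean of the plate negative controls plus 5 SD, cut at about 13% in these data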;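 note: phagocytic index as fraction of beads internalized from green versus red external bead signal; plate controls were DMSO negative control for no effect and cytochalasin-D positive control for full effect; some results beyond the cut were filed as inactive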
# Measles CPE – protection of cells from measles virus. actives 1.5% (n = 140,000). Measles virus-infected cells, CPE protection, absorbance. AID 841. protection (pct of control), % at 4 µM; in the data active = protection mostly above about 24%, no sharp cut-off; inactive = mostly below about 26%; note: some compounds called inactive have numbers as strong as hits
# GALR2 antag – blocks the human galanin receptor 2; actives 0.39% (n = 140,000); inhibition, % at 4 µM; GALR2-expressing cells, antagonist mode; O43603; in the data active = inhibition above about 27%;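 note: cells stimulated with galanin 1-16 at roughly its EC80; 0% = agonist challenge control and 100% = basal control without agonist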
# Target sequence (O43603 whole entry, looked up): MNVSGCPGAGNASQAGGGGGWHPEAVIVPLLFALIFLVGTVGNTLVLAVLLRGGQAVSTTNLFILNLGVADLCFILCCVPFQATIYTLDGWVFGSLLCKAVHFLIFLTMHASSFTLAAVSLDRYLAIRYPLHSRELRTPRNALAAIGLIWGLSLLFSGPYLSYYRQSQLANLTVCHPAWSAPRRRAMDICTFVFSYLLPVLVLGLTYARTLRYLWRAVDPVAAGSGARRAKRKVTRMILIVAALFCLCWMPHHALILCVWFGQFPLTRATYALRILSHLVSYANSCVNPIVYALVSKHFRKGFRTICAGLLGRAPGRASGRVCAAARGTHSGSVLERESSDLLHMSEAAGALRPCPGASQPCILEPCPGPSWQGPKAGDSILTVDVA
# BB579 growth dn – reduces growth of yeast BB579 in restrictive medium. actives 0.51% (n = 140,000). inhibition, % at 10 µM. S. cerevisiae BB579 growth, OD615, 48 h;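 active = inhibition above a set limit, 3 SD over the mean compound inhibition, cut at about 44% in these data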; note: inactives centre near -24
#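 Test system: S. cerevisiae DeaD strain BB579 yeast; Medium: restrictive CSMM-D medium; Compound: one dose, 10 µM compound with 0.25% DMSO; Incubation: 4 h cell preincubation, 48 h compound exposure, 30 °C humidified; Signal: OD at 615 nm; Benchmarks: amphotericin B at 10 µg/mL as positive control.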
# Yeast lifespan up – extends the lifespan of yeast. S. cerevisiae growth with nicotinamide, OD615; deaD strain in restrictive glucose medium. inhibition of the nicotinamide effect, % at 10 µM. actives 0.68% (n = 130,000). AID 775;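 active = inhibition above a set limit, placed 3 SD over the median of all compounds, cut at about 26% in these data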;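 note: 0% = nicotinamide-treated wells and 100% = cells grown without nicotinamide; some compounds called inactive have numbers as strong as hits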
#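 Material: Modified budding yeast, DeaD strain | Medium: Restrictive glucose medium | Probe or stimulus: 1.5 mM nicotinamide | Dosing: Single dose 10 µM compound, 0.25% DMSO | Times: 48 h at 30 °C | Technique: OD615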
# Active calls of the source: *; . = no result given.
SMILES,MRP1 act,NPY-Y2 antag,HCT116 bCat-KO,E-sel TNF inh,HCT116 PTEN-null,Phagocytosis inh,Measles CPE,GALR2 antag,BB579 growth dn,Yeast lifespan up
Cc1cc(C)nc(N2CCCC(C(=O)NCCc3ccc(F)cc3)C2)n1 (stereo not given),-4.7,2,96,-22,95,-1,12,0,-34,-1
NC(=O)CSc1nnc(-c2cc3ccccc3o2)n1Cc1ccccc1,-0.1,6,85,-15,108,2,15,-3,-43,2
CCOc1ccc(-c2[nH]ncc2Oc2ccccc2OCC)c(O)c1,-3.2,-1,65,.,61,-1,9,19,25,-15
COc1cccc(OC)c1C(=O)NC(=S)N1CCN(c2ccc(C(F)(F)F)cc2[N+](=O)[O-])CC1,-2.9,-1,86,-55,77,0,6,2,-4,-14
CCNc1nc(NCC)nc(SCCOC(=O)c2ccccc2)n1,-1.4,2,92,-23,93,.,6,9,-11,.
O=C(c1ccc(COc2ccc(Cl)cc2)o1)N1N=C(C(F)F)CC1(O)C(F)F (stereo not given),5.6*,3,75,.,93,-3,13,2,-26,3
Nc1cc(N)nc(SCc2cccnc2)n1,-2.7,-2,105,7,101,.,3,-30,-18,-14
Cc1ccccc1Cn1nc(C)c(NC(=O)c2cc(-c3cccs3)on2)c1C,0.9,0,94,.,86,-2,8,3,-26,1
O=C(Nc1ccccc1)C(Cc1cccs1)c1nn[nH]n1 (stereo not given),0.8,1,104,14,110,-1,9,-1,1,0
COc1ccc(N2CCN(c3nc(NCCc4ccc(OC)c(OC)c4)nc(OC)n3)CC2)cc1,-0.9,2,30,-22,24,0,11,3,-15,-8
O=C(NCCCC(=O)N1CCOCC1)c1cccnc1,0.8,0,96,17,109,.,3,-7,-34,-5
CCOC(=O)N1CCC(c2cc(=O)n3[nH]ccc3n2)CC1,0.3,1,95,.,113,0,1,-15,-40,-2
COc1ccc(C(NC(=O)c2ccc(-c3ccccc3)cc2)c2ccccc2)cc1 (stereo not given),-5.0,1,79,26,73,.,3,1,-30,-20
C=CCn1c(SCc2ccccc2C#N)nnc1-c1ccccc1O,-2.9,5,89,.,91,.,11,16,-19,-1
COc1ccc2c(c1OC)C(C1c3c(cc4c(c3OC)OCO4)CCN1C)OC2=O (stereo not given),-0.3,4,71,-25,85,.,18,0,2,.
Cc1c(NC(=O)c2cc3ccccc3oc2=O)c(=O)n(-c2ccccc2)n1C,-1.7,0,96,-8,99,0,15,1,-53,-1
COc1ccccc1-c1c(C(F)(F)F)oc2cc(OC(=O)c3cccc([N+](=O)[O-])c3C)ccc2c1=O,-5.1,2,98,-9,104,.,6,1,-30,-2
COc1ccc(S(=O)(=O)NCCC(=O)NCc2cccs2)cc1,-1.5,1,94,14,93,0,10,7,-62,2
O=C(CSc1nc2ccccc2n1CC(=O)N1CCCC1)Nc1nccs1,-2.0,-1,93,20,100,7,8,15,-13,0
Cn1ccnc1SCc1ccc([N+](=O)[O-])cc1,-2.3,0,102,-15,94,-3,0,-5,-31,-11
O=C1CC(C(=O)Nc2ccc(C(=O)O)cc2)C(c2ccccc2)O1 (stereo not given),-1.2,2,108,11,94,-6,7,3,-10,-5
CCNc1nc2nonc2nc1NCC,-0.8,0,95,15,86,0,9,8,-36,-9
CCOC(=O)C1CCN(C(=O)c2cnn3c(C)cc(C)nc23)CC1,-1.2,4,109,4,109,-2,39,6,-50,-10
O=C(CN1C(=O)C2C3CCC(C3)C2C1=O)OCC(=O)c1cccc([N+](=O)[O-])c1 (stereo not given),-2.2,0,91,.,90,-1,10,0,-16,-3
CCCCCn1c(S(=O)(=O)O)nc2ccccc21,0.4,6,80,.,93,-1,15,-2,-21,-2

# Three of the entries above in order of their number in GALR2 antag, smallest number first.
Structure	NPY-Y2 antag	E-sel TNF inh	Phagocytosis inh	Measles CPE	GALR2 antag	BB579 growth dn	Yeast lifespan up
O=C(Nc1ccccc1)C(Cc1cccs1)c1nn[nH]n1 (stereo not given)	1	14	-1	9	-1	1	0
Cc1c(NC(=O)c2cc3ccccc3oc2=O)c(=O)n(-c2ccccc2)n1C	0	-8	0	15	1	-53	-1
O=C(CSc1nc2ccccc2n1CC(=O)N1CCCC1)Nc1nccs1	-1	20	7	8	15	-13	0

# (further entries)
SMILES,MRP1 act,NPY-Y2 antag,HCT116 bCat-KO,E-sel TNF inh,HCT116 PTEN-null,Phagocytosis inh,Measles CPE,GALR2 antag,BB579 growth dn,Yeast lifespan up
Cc1ccc(C)c(NC(=O)C(C)CC2COCCO2)c1 (stereo not given),0.6,6,94,-58,95,.,2,-3,-5,-15
CCn1c(=O)cc(SCC(=O)N2CCN(C(=O)c3ccco3)CC2)c2ccccc21,-3.3,-1,14,38,14,1,5,-7,-35,-17
CC(=O)Nc1nc(C)c(Cc2ccccc2)c(=O)[nH]1,-0.1,5,101,-46,104,-1,23,4,-49,-13
O=C(OCC(=O)N1CCCc2ccccc21)c1cnc(Cl)c(Cl)c1,-1.9,6,76,.,81,-2,3,11,-17,-2
OC(CN1CCN(Cc2ccccc2)CC1)Cn1c2ccccc2c2ccccc21 (stereo not given),-5.3,6,28,20,19,1,15,-9,-66,3
COc1ccc(-n2nc(C(=O)NCC(=O)Nc3ccccn3)c3ccccc3c2=O)cc1,-3.4,0,95,.,87,.,6,0,-43,-31
CCC(CC)C(=O)NCc1ccccc1Cl,-3.0,2,86,26,94,0,5,12,-24,-7
Cc1[nH]n(-c2ccccc2)c(=O)c1C(C[N+](=O)[O-])c1ccc(Cl)cc1 (stereo not given),-3.5,0,17,-9,36,0,11,-3,-21,18
COc1ccc(/C=C2/Sc3ccc(C(=O)N4CCc5ccccc5C4)cc3NC2=O)cc1,-1.1,11,98,-18,91,-5,2,6,-34,-1
CCOc1ncccc1C(=O)OCc1ccc(C(=O)OC)cc1,-3.7,6,19,.,16,7,1,0,-46,-5
COc1ccc(/C=C/C(=O)c2c(O)ccc3c(C)cc(=O)oc23)cc1,-2.5,7,58,.,66,.,1,13,-28,1
O=C(NCCn1cccc1)c1cccc2ccccc12,-1.1,0,102,1,99,-5,1,-6,-66,-3
COC(=O)c1c(NC(=O)CSc2nncs2)sc2c1CCCCC2,-1.6,3,75,-9,77,0,4,-1,-53,1
C/C(=C\c1ccco1)C1C(C#N)=C(N)Oc2n[nH]c(-c3ccccc3)c21 (stereo not given),-2.1,3,89,-5,98,.,17,2,-33,-6
CCCCCN(C(=O)NC(=O)NCCCC)S(C)(=O)=O,0.2,1,92,.,101,0,2,-1,-20,-5
CCn1nc([N+](=O)[O-])c(C(C#N)c2nc3cc(C(F)(F)F)ccc3s2)c(Cl)c1=O (stereo not given),-3.6,12,74,2,70,0,22,-5,-13,-13
CS(=O)(=O)N(CC(=O)N1CCCC1)c1cccc(Cl)c1,-2.9,0,91,-30,95,0,28,10,-36,-1
O=C(COc1ncnc2cc([N+](=O)[O-])ccc12)N(CCc1ccccc1)Cc1ccccc1,-1.8,3,85,.,84,5,4,-11,-27,4
COc1ccc(N=C2S/C(=C\c3ccc(N4CCOCC4)o3)C(=O)N2CCc2c[nH]c3ccccc23)cc1,-7.7,-3,1.9*,6,1.6*,.,6,15,-28,24
COc1ccc(/C(C)=N/NC(=O)c2nc(C)cc(C)n2)cc1,2.5,2,104,22,101,-1,5,-5,5,-6
Cc1ccc(C23CC4CC(CC(NC(=O)NCCN(C)C)(C4)C2)C3)cc1,-6.2,4,42,3,24,0,8,-7,3,-12
CCOc1ccc(/C(O)=C2\C(=O)C(=O)N(CCOCCO)C2c2ccccc2OC)cc1 (stereo not given),-2.3,2,79,-26,89,.,7,2,-2,-6
Cc1ccccc1-c1noc(C2CCCCC2)n1,0.4,0,107,-15,87,-2,8,0,-78,-7
O=C(COc1ccc2c(c1)OCO2)Nc1ccc2c(c1)oc1ccccc12,0.2,8,99,9,101,0,22,3,-1,-4
CCn1c(SCC(=O)N2CCN(c3ccc(Cl)cc3)CC2)nc2ccccc2c1=O,-1.4,5,83,2,86,0,16,2,-85,-13
CN(C)CCNC(=O)NC1CCCCC1,1.2,0,99,.,95,0,4,1,-72,-5
CCOC(=O)c1sc(NC(=O)CSc2nc(C)cc(C)n2)c(C#N)c1C,0.1,7,91,0,83,6,16,-13,23,-21
COc1ccccc1C(=O)Oc1ccc(N2C(=O)CCC2=O)cc1,-0.7,-3,89,18,91,-1,2,4,-32,-15
CCOC(=O)N1CCC(NC(=O)c2cc3cc4cc(OC)ccc4nc3o2)CC1,-3.6,2,88,.,79,1,2,-4,-22,-17
NC(=O)C(c1ccc(Cl)cc1Cl)c1ncc(C(F)(F)F)cc1Cl (stereo not given),-3.7,2,90,17,90,.,3,-15,-59,-9
Cc1ccc(/C=C/C(=O)Nc2ccccc2C(N)=O)cc1,0.2,1,55,.,71,4,15,7,-8,-2
Cc1ccc(C(=O)c2c[nH]c(C(=O)NCCCN3CCOCC3)c2)cc1,-1.9,2,96,-3,101,.,27,-7,-43,-5
CNC(=S)N1N=C(c2ccc(Br)cc2)CC1c1ccc(OC)cc1 (stereo not given),-1.7,2,80,.,77,.,16,15,-19,10
COC(=O)C1=C(C)N(CCCC(=O)O)C(=O)NC1c1cccs1 (stereo not given),-1.3,-3,0.4*,-17,0.5*,.,12,-1,9,3
O=C(CSc1ccc2nnc(-c3ccccn3)n2n1)NCC1CCCO1 (stereo not given),-2.0,1,95,.,94,1,1,2,-6,-6
COc1cc(Cl)c(S(=O)(=O)NCc2ccccn2)cc1Cl,0.0,-2,105,0,105,.,1,-7,-33,39
Cc1cc(C)c(C(CC(=O)c2cccs2)C(C#N)C#N)c(C)c1 (stereo not given),-4.5,2,58,35,70,.,4,18,-5,12
COC(=O)[C@H](C)NC(=O)NCc1ccccc1F,0.5,2,102,.,100,1,15,11,15,-5
CCS(=O)(=O)NCCc1csc(-c2ccccc2)n1,-2.2,1,88,0,102,-1,9,4,-41,-17
O=[N+]([O-])c1cc(C(F)(F)F)ccc1-n1nnc2ccccc21,-2.7,4,85,-26,84,-2,12,-14,-21,-8
COc1ccc(CN(Cc2ccc(OC)cc2)S(=O)(=O)c2ccc(-n3cnnn3)c(C)c2)cc1,-2.8,3,68,1,81,.,7,-11,-49,.
CCC1Oc2ccc(C)cc2N(CC(=O)N(Cc2ccc(C)o2)C2CCCC2)C1=O (stereo not given),-5.8,9,75,5,79,.,20,4,-22,.
Cc1ccc(-c2csc(NC(=O)COC(=O)c3cccc(S(=O)(=O)N4CCOCC4)c3)n2)cc1,0.5,-2,98,27,96,-1,28*,-5,15,-9
O=C(CCCCn1c(=O)c2ccccc2n(CC(=O)NC2CCCC2)c1=O)NC1CCCC1,-0.6,13,89,-21,93,.,88*,1,-21,1
O=C(NC(=S)Nc1cccc([N+](=O)[O-])c1)c1ccco1,-2.8,1,102,-2,96,-11,17,2,-23,-5
